Screens (PubChem)
KCNQ2 inh: KCNQ2 potassium channel inhibitors, primary screen, cell-based, CHO-K1, FluxOR thallium flux, B-score (AID 2156) | B-score at 10 µM | 20 min; stronger effect = lower value | 310,000 tested, 1.1% active | Potassium voltage-gated channel subfamily KQT member 2 (Rattus norvegicus), O88943;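 active means fluorescence ratio B-score at most minus 3 library SDs, with starting brightness B-score within 2 library SDs, cut at about -5.5 in these data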
Kir21 inh: inhibitors of mouse Kir2.1 inward-rectifier potassium channel; B-score at 10 µM; HEK293-Kir2.1, FluxOR thallium flux fluorescence; stronger effect = lower value; Inward rectifier potassium channel 2 (Mus musculus), P35561; 310,000 tested, 0.85% active;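 active means fluorescence ratio B-score at or below minus 3 SD of library scores, with starting-brightness B-score within 2 SD, cut at about -4.2 in these data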;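 further: channel flux triggered by added potassium and thallium sulfate stimulus; B-score of peak minus minimum fluorescence over baseline after thallium stimulus; more negative B-score means stronger Kir2.1 block with less thallium influx; some compounds called inactive have numbers as strong as hits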
Target sequence (P35561 whole entry, looked up): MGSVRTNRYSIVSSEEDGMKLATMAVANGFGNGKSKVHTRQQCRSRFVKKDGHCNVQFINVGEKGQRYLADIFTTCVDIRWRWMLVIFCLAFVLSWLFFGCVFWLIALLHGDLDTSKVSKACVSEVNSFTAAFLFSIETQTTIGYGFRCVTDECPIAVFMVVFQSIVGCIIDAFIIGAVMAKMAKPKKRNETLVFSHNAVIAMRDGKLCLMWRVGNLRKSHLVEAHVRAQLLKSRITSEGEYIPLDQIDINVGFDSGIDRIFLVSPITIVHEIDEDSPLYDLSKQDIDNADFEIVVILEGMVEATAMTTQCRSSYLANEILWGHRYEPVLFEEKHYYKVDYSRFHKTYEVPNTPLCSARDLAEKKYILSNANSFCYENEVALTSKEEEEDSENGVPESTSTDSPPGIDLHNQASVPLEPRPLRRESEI
CHT block: inhibitors of human choline transporter CHT; B-score at 10 µM; 310,000 tested, 0.86% active; CHT-expressing cells, membrane potential dye, choline response; stronger effect = lower value; High affinity choline transporter 1 (Homo sapiens), Q9GZV3;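 active means B-score over 3 SD under the library average, and starting fluorescence ratio not unusually high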;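 further: choline stimulus applied at its EC90 after an EC20 pre-addition; B-score computed on integrated fluorescence ratio after choline addition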
Target sequence (Q9GZV3 whole entry, looked up): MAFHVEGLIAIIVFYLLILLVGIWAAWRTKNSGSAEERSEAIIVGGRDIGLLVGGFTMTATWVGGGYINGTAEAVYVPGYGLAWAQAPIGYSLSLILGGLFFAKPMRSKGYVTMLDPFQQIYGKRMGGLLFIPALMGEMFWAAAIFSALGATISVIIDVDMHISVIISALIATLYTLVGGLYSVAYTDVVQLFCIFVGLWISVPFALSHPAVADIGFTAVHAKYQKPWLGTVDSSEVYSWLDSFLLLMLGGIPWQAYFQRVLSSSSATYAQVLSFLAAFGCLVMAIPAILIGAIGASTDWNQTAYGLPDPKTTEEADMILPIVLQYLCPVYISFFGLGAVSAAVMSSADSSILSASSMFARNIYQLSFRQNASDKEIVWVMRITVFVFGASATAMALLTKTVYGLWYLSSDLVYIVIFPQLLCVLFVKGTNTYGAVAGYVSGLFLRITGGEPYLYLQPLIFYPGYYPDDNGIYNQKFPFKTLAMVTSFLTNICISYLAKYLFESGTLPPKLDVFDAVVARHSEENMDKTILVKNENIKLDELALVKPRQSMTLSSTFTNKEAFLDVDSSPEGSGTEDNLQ
An asterisk follows results filed as active. Outcome played no part in choosing rows (roughly 2.6% active in at least one column).

What do the screens show for `CC(Oc1ccc(F)cc1)C(=O)NN` (stereo not given)?
KCNQ2 inh: inactive; Kir21 inh: 0.09; CHT block: inactive

How did Cc1cc(NS(=O)(=O)c2ccc(NC(=O)C3CCCCC3)cc2)no1 do in these assays?
KCNQ2 inh: inactive; Kir21 inh: 0.53; CHT block: inactive

Results for O=C(NCC1CC1)c1onc(CSc2ccccc2)c1C(=O)NCC1CC1 ?
KCNQ2 inh: inactive; Kir21 inh: -0.33; CHT block: inactive

What do the screens show for `Cc1nn(CCCC(=O)NCc2ccccc2)c(=O)c2nccn12`?
KCNQ2 inh: inactive; Kir21 inh: 0.03; CHT block: inactive

How did O=C1CN(C(=O)COc2ccccc2F)c2ccccc2N1 do in these assays?
KCNQ2 inh: inactive; Kir21 inh: 0.98; CHT block: inactive

Results for O=C(CN1CCCC1)N/N=C/c1ccc(-c2cccc(Cl)c2)o1 ?
KCNQ2 inh: inactive; Kir21 inh: -1.2; CHT block: inactive

What do the screens show for `Cc1cccnc1Nc1nc(-c2ccc(O)c(O)c2)cs1`?
KCNQ2 inh: inactive; Kir21 inh: -0.04; CHT block: inactive

What do the screens show for `CC(=O)Nc1ccc(OS(=O)(=O)c2ccc(Cl)cc2)cc1`?
KCNQ2 inh: inactive; Kir21 inh: 0.53; CHT block: inactive

How did CS(=O)(=O)Nc1ccc(C(=O)Nc2ccc3c(c2)OCCO3)cc1 do in these assays?
KCNQ2 inh: inactive; Kir21 inh: -2.4; CHT block: inactive

How did CN(C)CC(C)(C)CN=Cc1c(O)[nH]c2ccccc12 do in these assays?
KCNQ2 inh: inactive; Kir21 inh: 0.54; CHT block: inactive

What do the screens show for `COC(=O)c1nnn(CC(=O)NC(=O)Nc2cccc(Cl)c2C)c1C(=O)OC`?
KCNQ2 inh: inactive; Kir21 inh: 0.28; CHT block: inactive

How did CSCCC(NS(=O)(=O)c1ccc(Cl)cc1)C(=O)OCC(=O)N(C(C)C)C(C)C (stereo not given) do in these assays?
KCNQ2 inh: inactive; Kir21 inh: -0.24; CHT block: inactive

In the list so far, two contain fluorine.
What do the screens show for `CC(Oc1ccc(F)cc1)C(=O)NN` (stereo not given)?
KCNQ2 inh: inactive; Kir21 inh: 0.09; CHT block: inactive

How did O=C1CN(C(=O)COc2ccccc2F)c2ccccc2N1 do in these assays?
KCNQ2 inh: inactive; Kir21 inh: 0.98; CHT block: inactive

New compounds follow:
Results for C=CCn1cc(C(=O)OCC)c(=O)c2ccc(F)cc21 ?
KCNQ2 inh: inactive; Kir21 inh: -0.01; CHT block: inactive

Results for c1ccc(-c2ccc(-c3nc(-c4ccncc4)no3)cc2)cc1 ?
KCNQ2 inh: inactive; Kir21 inh: 0.34; CHT block: inactive

How did CCc1c(C)sc(NC(=O)c2cccs2)c1C(=O)OC(C)C do in these assays?
KCNQ2 inh: inactive; Kir21 inh: 0.09; CHT block: inactive

How did CC1CCN(C(=O)C2CCN(S(=O)(=O)c3cccnc3)CC2)CC1 do in these assays?
KCNQ2 inh: inactive; Kir21 inh: -1.9; CHT block: inactive

What do the screens show for `CC(=O)NC(c1ccccc1)c1c(O)ccc2ccccc12` (stereo not given)?
KCNQ2 inh: inactive; Kir21 inh: 0.44; CHT block: inactive

What do the screens show for `CCOC(=O)c1cc(-c2ccc(F)cc2)n(CCC(=O)NC2CCN(Cc3ccccc3)CC2)c1C`?
KCNQ2 inh: inactive; Kir21 inh: -4.6*; CHT block: inactive

What do the screens show for `CCOc1ccc(C2c3[nH]c4ccccc4c3C[C@H]3C(=O)N(C4CCN(Cc5ccccc5)CC4)CC(=O)N23)cc1OC` (stereo not given in full)?
KCNQ2 inh: inactive; Kir21 inh: 0.43; CHT block: inactive

Results for CCCCN(CCO)c1ncnc2sc(-c3ccccc3)cc12 ?
KCNQ2 inh: inactive; Kir21 inh: 3.6; CHT block: inactive

What do the screens show for `COCC1CCCCN1C(=O)c1cccc(OC2CCN(C(=O)C3CC3)CC2)c1` (stereo not given)?
KCNQ2 inh: inactive; Kir21 inh: 0.48; CHT block: inactive

Results for CC(CN1CCOCC1)OC(=O)CCc1ccccc1 (stereo not given) ?
KCNQ2 inh: inactive; Kir21 inh: -0.68; CHT block: inactive

What do the screens show for `O=C(c1cc2c(ccc3ccccc32)oc1=O)N1CCCC1`?
KCNQ2 inh: inactive; Kir21 inh: 0.56; CHT block: inactive

What do the screens show for `O=C(NCc1ccc2c(c1)OCO2)c1cccc(F)c1`?
KCNQ2 inh: inactive; Kir21 inh: -0.48; CHT block: inactive

Results for Cc1c(C)c2ccc(OC(C)C(=O)NCCc3c[nH]c4ccccc34)cc2oc1=O (stereo not given) ?
KCNQ2 inh: inactive; Kir21 inh: -0.42; CHT block: inactive

How did O=C(Cn1c(SCC(=O)N2CCCc3ccccc32)nc2ccccc21)N1CCCC1 do in these assays?
KCNQ2 inh: inactive; Kir21 inh: 0.75; CHT block: inactive

How did CN(C)CCNC(=O)Cn1ccc2cc(S(=O)(=O)N3CCCCC3)ccc21 do in these assays?
KCNQ2 inh: inactive; Kir21 inh: 0.83; CHT block: inactive

What do the screens show for `Cc1c(NC(=O)Oc2ccccc2)sc(=S)n1C`?
KCNQ2 inh: inactive; Kir21 inh: -0.65; CHT block: inactive

Results for CC(C)C(c1nnnn1Cc1ccco1)N1CCC(C(N)=O)CC1 (stereo not given) ?
KCNQ2 inh: inactive; Kir21 inh: -2.8; CHT block: inactive

How did COc1ccc(-c2csc(N(CCc3ccc(OC)c(OC)c3)C(=O)COc3ccccc3)n2)cc1 do in these assays?
KCNQ2 inh: inactive; Kir21 inh: -1.1; CHT block: inactive

How did OCCC1CN(Cc2cccn2-c2cccnc2)CCN1Cc1ccc(F)cc1 (stereo not given) do in these assays?
KCNQ2 inh: inactive; Kir21 inh: -0.47; CHT block: inactive

Results for CN(C)CCCC1(O)c2ccccc2CCc2ccccc21 ?
KCNQ2 inh: inactive; Kir21 inh: -0.23; CHT block: inactive

How did Cc1onc(-c2ccccc2Cl)c1C(=O)NCc1ccc(F)cc1 do in these assays?
KCNQ2 inh: inactive; Kir21 inh: -0.6; CHT block: inactive

Results for COc1cc2c(cc1OC)C1(Nc3c-2c(Cc2ccccc2)nn3-c2ccccc2)C(=O)Nc2ccccc21 (stereo not given) ?
KCNQ2 inh: inactive; Kir21 inh: 1.7; CHT block: inactive

What do the screens show for `S=C(NCCc1ccccc1)Nc1nccs1`?
KCNQ2 inh: inactive; Kir21 inh: 0.74; CHT block: inactive

Results for CCc1ccc(/C=C2\SC(=S)N(CCC(=O)Nc3cc(C)on3)C2=O)cc1 ?
KCNQ2 inh: inactive; Kir21 inh: 0.51; CHT block: inactive

Fetched by structure from the entries so far:
What do the screens show for `Cc1c(NC(=O)Oc2ccccc2)sc(=S)n1C`?
KCNQ2 inh: inactive; Kir21 inh: -0.65; CHT block: inactive

How did CN(C)CCNC(=O)Cn1ccc2cc(S(=O)(=O)N3CCCCC3)ccc21 do in these assays?
KCNQ2 inh: inactive; Kir21 inh: 0.83; CHT block: inactive

What do the screens show for `S=C(NCCc1ccccc1)Nc1nccs1`?
KCNQ2 inh: inactive; Kir21 inh: 0.74; CHT block: inactive

The list continues:
Results for Cc1ccc(/C=c2\s/c(=C(/C#N)C(=O)N3CCCC3)n(Cc3ccco3)c2=O)s1 ?
KCNQ2 inh: inactive; Kir21 inh: -0.01; CHT block: inactive

What do the screens show for `COc1ccc(NC(=O)c2nnn(Cc3ccc(SC)cc3)c2N)c(OC)c1`?
KCNQ2 inh: inactive; Kir21 inh: -0.36; CHT block: inactive

What do the screens show for `Cc1ccc(C(=O)/C=C2\NCCNC2=O)cc1`?
KCNQ2 inh: inactive; Kir21 inh: 0.34; CHT block: inactive

How did COC(=O)C(C(=O)OC)=C(/C=C/N(C)C)N(C)C do in these assays?
KCNQ2 inh: inactive; Kir21 inh: 0.11; CHT block: inactive

What do the screens show for `COc1ccccc1NC(=O)C1CCCN(c2ncnc3c2nc2n3CCCCC2)C1` (stereo not given)?
KCNQ2 inh: inactive; Kir21 inh: 1.4; CHT block: -6.8*

Results for CCN1C(=O)CC(NCc2ccc(S(N)(=O)=O)cc2)C1=O (stereo not given) ?
KCNQ2 inh: inactive; Kir21 inh: -1.3; CHT block: inactive

How did Clc1ccccc1Sc1ccc(-c2ccccn2)s1 do in these assays?
KCNQ2 inh: inactive; Kir21 inh: 2.6; CHT block: inactive

Results for O=C(N/C(=C/c1ccccc1)C(=O)N1CCOCC1)c1ccc([N+](=O)[O-])cc1 ?
KCNQ2 inh: inactive; Kir21 inh: 2.6; CHT block: inactive

What do the screens show for `Cc1cc(N(C)/N=C/c2ccccc2)nc(-c2ccccc2O)n1`?
KCNQ2 inh: inactive; Kir21 inh: 0.33; CHT block: inactive

Results for CCCCc1nnc(NC(=O)CS(=O)(=O)Cc2ccccc2)s1 ?
KCNQ2 inh: inactive; Kir21 inh: 2.2; CHT block: inactive

What do the screens show for `CC(C)CC(=O)Nc1nnc(S(=O)(=O)N(C)c2ccc(Cl)cc2)s1`?
KCNQ2 inh: inactive; Kir21 inh: -0.08; CHT block: inactive

What do the screens show for `O=C(O)CCc1nc(-c2ccccc2)no1`?
KCNQ2 inh: inactive; Kir21 inh: 1.3; CHT block: inactive

What do the screens show for `NC1=NC(=O)/C(=C/c2ccc(Br)cc2)S1`?
KCNQ2 inh: inactive; Kir21 inh: 0.52; CHT block: inactive

Results for Cc1ccc(N(Cc2ccccc2F)S(C)(=O)=O)c(C)c1 ?
KCNQ2 inh: inactive; Kir21 inh: -1.3; CHT block: inactive

How did O=C1CSC(c2cn(-c3ccccc3)nc2-c2cc3ccccc3oc2=O)N1Cc1ccco1 (stereo not given) do in these assays?
KCNQ2 inh: inactive; Kir21 inh: 1.1; CHT block: inactive

How did Cc1cc(C)n2nc(S(=O)(=O)NC3CCCCC3)nc2n1 do in these assays?
KCNQ2 inh: inactive; Kir21 inh: 0.27; CHT block: inactive

What do the screens show for `CN(C)CCN(C(=O)c1ccc2c(c1)OCCO2)c1nc2c(Cl)cccc2s1`?
KCNQ2 inh: inactive; Kir21 inh: -0.06; CHT block: inactive

What do the screens show for `CNC(=O)c1cc(NC(=O)CCn2nc(-c3ccc(C)cc3)c3ccccc3c2=O)ccc1OC`?
KCNQ2 inh: inactive; Kir21 inh: 0.32; CHT block: inactive

Results for O=C(c1cc(S(=O)(=O)N2CCCCC2)ccc1F)N1CCCCC1 ?
KCNQ2 inh: inactive; Kir21 inh: -1.2; CHT block: inactive

How did Cc1nc2ccccc2n1Cc1ccccc1 do in these assays?
KCNQ2 inh: inactive; Kir21 inh: 0.58; CHT block: inactive

What do the screens show for `CN1c2ccsc2C(O)=C(C(=S)Nc2ccc(F)c(Cl)c2)S1(=O)=O`?
KCNQ2 inh: inactive; Kir21 inh: 0.06; CHT block: inactive

How did O=C(O)c1cccc(-n2cccc2/C=C2\NC(=O)N(Cc3ccc(F)cc3)C2=O)c1 do in these assays?
KCNQ2 inh: inactive; Kir21 inh: 0; CHT block: inactive

What do the screens show for `Cc1c(NS(=O)(=O)c2cc(C(=O)OCC(=O)N3CCC(C)CC3)ccc2Cl)c(=O)n(-c2ccccc2)n1C`?
KCNQ2 inh: inactive; Kir21 inh: -0.08; CHT block: inactive

How did CNC(=S)N1N=C(c2ccc(Br)cc2)CC1c1ccc(N(C)C)cc1 (stereo not given) do in these assays?
KCNQ2 inh: inactive; Kir21 inh: 0.02; CHT block: inactive

What do the screens show for `COC(=O)CSc1nc(C)cc(N2CCOCC2)n1`?
KCNQ2 inh: inactive; Kir21 inh: 0.77; CHT block: inactive

What do the screens show for `Cc1ccc(S(=O)(=O)N2CCCCC2)cc1C(=O)NCC1CCCO1` (stereo not given)?
KCNQ2 inh: inactive; Kir21 inh: 0.57; CHT block: inactive

How did COc1cc(NC(=O)c2cccc([N+](=O)[O-])c2C)ccc1NC(=O)c1ccco1 do in these assays?
KCNQ2 inh: inactive; Kir21 inh: -0.66; CHT block: inactive

Results for CC1(c2ccc(OCC#N)cc2)C=C(c2ccc(OCC#N)cc2)n2nc(C(F)(F)F)nc2N1 (stereo not given) ?
KCNQ2 inh: inactive; Kir21 inh: -0.11; CHT block: inactive

Results for CC(C)c1ccc(C(C)NCCS(=O)(=O)c2ccc(Cl)cc2)cc1 (stereo not given) ?
KCNQ2 inh: inactive; Kir21 inh: -8*; CHT block: inactive

Results for COc1ccc(C2C(C#N)=C(N)Oc3c2oc(CO)cc3=O)c(OC)c1OC (stereo not given) ?
KCNQ2 inh: inactive; Kir21 inh: 0.42; CHT block: inactive

What do the screens show for `NCCc1nnc(SCC(=O)Nc2ccc(Br)cc2)o1`?
KCNQ2 inh: inactive; Kir21 inh: 0.14; CHT block: inactive

Results for CCC1CN(C)C2Cc3c([nH]c4ccccc34)C(=O)CC1C2C(=O)OC (stereo not given) ?
KCNQ2 inh: inactive; Kir21 inh: -0.07; CHT block: inactive

How did COc1ccc(S(=O)(=O)Nc2nc3c(s2)CCCC3)cc1 do in these assays?
KCNQ2 inh: inactive; Kir21 inh: -0.99; CHT block: inactive

What do the screens show for `COC(=O)CCCNC(=O)c1ccc2oc(CCCc3ccccc3)nc2c1`?
KCNQ2 inh: inactive; Kir21 inh: 0.05; CHT block: inactive

What do the screens show for `CCCCOc1ccccc1NC(=O)CSc1nnnn1C(C)(C)C`?
KCNQ2 inh: inactive; Kir21 inh: -1.2; CHT block: inactive
